Assay outcomes: PubChem, National Center for Advancing Translational Sciences (NCATS)
TrxR1 substrate = substrates of rat thioredoxin reductase 1. purified TrxR1 substrate turnover, NADPH consumption readout. O89049. Potency, µM (doses to about 114 µM), for inactives: at the highest dose activity change, negative = substrate turnover. 0.01% of 390,000 active; further: potency means the concentration at half of the fitted maximal effect; on the % scale 0 is the no-effect control and ±100 the full control effect; nearly all actives have a fitted effect of over 50% in size
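Rat TrxR1, dispensed at 90 nM, was prereduced with 400 uM NADPH (final) for 5 min at ~22 deg C, then incubated with compound 15 min before 400 uM selenite. A first-read NADPH fluorescence drop versus no-compound background flagged substrates.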
mIDH1 inhibitor = human IDH1 R132H inhibition | 0.093% of 390,000 active | AID 602179 | Potency, µM (series often up to 76.6 µM), without a hit: at the top dose activity change, negative = inhibition, hits mostly inhibitors | IDH1-R132H enzyme, NADPH consumption, diaphorase/resazurin fluorescence; further: potency means the concentration at half of the fitted maximal effect; on the % scale 0 is the no-effect control and ±100 the full control effect; nearly all actives have a fitted effect of over 65% in size
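IDH1-R132H (0.5 ug/mL) preincubated 30 min with compound, then NADPH (0.016 mM) and alpha-KG (2 mM) added; 80 min at RT, pH 7.5. Remaining NADPH coupled via diaphorase/resazurin to fluorescence (540/590 nm); concentration-response curves normalized to no-enzyme control.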
USP1-UAF1 inh = blocks the human USP1/UAF1 deubiquitinase complex. Potency, µM (titrated, usually from 57.1 µM), for inactives: at the highest dose activity change, negative = inhibition, actives largely listed as inhibitors. AID 743255. recombinant USP1/UAF1, Ub-Rhodamine cleavage fluorescence. 0.23% of 390,000 active. O94782; further: potency means the concentration at half of the fitted maximal effect; on the % scale 0 is the no-effect control and ±100 the full control effect; nearly all actives have a fitted effect of over 60% in size; inactives centre near -12
Target sequence (O94782 whole entry, looked up): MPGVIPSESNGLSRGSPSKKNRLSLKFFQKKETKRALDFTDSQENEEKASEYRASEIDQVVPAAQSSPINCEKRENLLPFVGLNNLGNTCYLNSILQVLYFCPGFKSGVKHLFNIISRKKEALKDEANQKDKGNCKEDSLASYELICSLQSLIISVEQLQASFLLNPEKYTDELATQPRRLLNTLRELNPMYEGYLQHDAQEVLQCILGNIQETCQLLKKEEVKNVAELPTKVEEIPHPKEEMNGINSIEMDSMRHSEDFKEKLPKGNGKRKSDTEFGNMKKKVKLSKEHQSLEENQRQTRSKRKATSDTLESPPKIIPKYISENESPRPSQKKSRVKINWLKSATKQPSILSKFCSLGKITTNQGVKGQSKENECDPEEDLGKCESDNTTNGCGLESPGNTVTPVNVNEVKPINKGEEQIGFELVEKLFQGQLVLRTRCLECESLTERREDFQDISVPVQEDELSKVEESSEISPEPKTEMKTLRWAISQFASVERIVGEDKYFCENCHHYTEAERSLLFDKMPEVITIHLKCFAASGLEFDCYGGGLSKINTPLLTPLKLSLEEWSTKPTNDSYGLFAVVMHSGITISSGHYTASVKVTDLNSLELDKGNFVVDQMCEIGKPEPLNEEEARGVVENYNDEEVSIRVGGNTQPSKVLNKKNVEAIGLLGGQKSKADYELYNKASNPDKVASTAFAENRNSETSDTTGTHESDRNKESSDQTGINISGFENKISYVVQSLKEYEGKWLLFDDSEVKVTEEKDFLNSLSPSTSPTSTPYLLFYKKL
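1 nM enzyme complex + cpd, 15 min RT; start with Ub-Rho 150nM final; kinetic fluorescence ex 480/em 540, 6 reads q60 s. Buffer 50mM HEPES pH 7.8, 0.5mM EDTA, 0.1 mg/ml BSA, 1mM TCEP, 0.01% Tween-20.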
Glioma ERSR ind = inducers of ER stress response in human glioma cells; 0.02% of 420,000 active; U87-MG GRP78 promoter luciferase reporter, 16 h; Potency, µM, inactives show at the highest dose activation, hits mostly activators; AID 602332; further: potency means the concentration at half of the fitted maximal effect; series mostly up to about 76 µM; % of control where 0% means no effect; nearly all actives have a fitted effect of over 35% in size
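Stably transfected U87-MG human glioma cells carrying a GRP78-based luminescent sensor were seeded at 1000 cells/well, pin-dosed with compounds and incubated 16 h. Luciferase reagent was then added, and end-point luminescence was read after 10 min at room temperature.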
RGS4 inh = inhibitors of human regulator of G protein signaling 4; Transcreener GDP fluorescence polarization, RGS4-accelerated GTP hydrolysis; Potency, µM (series often up to 114 µM), for the others: at the top dose activity change, negative = inhibition, most hits filed as inhibitors; 0.039% of 390,000 active; AID 504845; further: potency means the concentration at half of the fitted maximal effect; on the % scale 0 is the no-effect control and ±100 the full control effect; nearly all actives have a fitted effect of over 75% in size; some results filed as inactive show a strong effect at the top dose
Target sequence (P49798 whole entry, looked up): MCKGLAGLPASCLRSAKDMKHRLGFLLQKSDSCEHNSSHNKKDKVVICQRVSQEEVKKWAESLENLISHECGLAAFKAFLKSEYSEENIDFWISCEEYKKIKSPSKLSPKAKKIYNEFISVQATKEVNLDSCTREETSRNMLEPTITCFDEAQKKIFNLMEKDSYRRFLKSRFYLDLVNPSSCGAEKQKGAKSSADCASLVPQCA
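MLSMR compounds (23 nl, pin-transferred) preincubated 10 min at room temperature with a 500nM (2x) first reagent, then RGS4 at 900nM (2x) plus Transcreener GDP mix added; fluorescence polarization (620/688 nm) read before and after 90 min at 30 °C.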
LDHA inh = inhibitors of human lactate dehydrogenase A | P00338 | purified LDHA, NADH/diaphorase-resazurin fluorescence; hits give low values | activity change, % (values are at about 110 or 230 µM) | 0.15% of 480,000 active; in the data active means activity change below about -30%; inconclusive means mostly about -25% to -30%;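 further: plate controls were DMSO wells for no effect and wells without enzyme for full effect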
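Human LDH5 at 2 nM final in Tris HCl pH 7.4 with 0.06 mM NADH and 0.2 mM pyruvate, reacted 5 minutes at room temperature. Remaining NADH coupled via diaphorase/resazurin; resorufin fluorescence read at 0 and 20 minutes, normalized to enzyme-free and DMSO wells.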
rTrxR1 inhibitor = blocks rat thioredoxin reductase 1. recombinant rTrxR1, NADPH fluorescence consumption, selenite substrate. O89049. 1% of 390,000 active. Potency, µM (top dose mostly 114 µM), without a hit: at the highest dose activity change, negative = inhibition, usual class: inhibitors; further: potency means the concentration at half of the fitted maximal effect; on the % scale 0 is the no-effect control and ±100 the full control effect; nearly all actives have a fitted effect of over 65% in size
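Rat TrxR1 (90 nM in the dispensed reagent) was pre-reduced with 400 uM NADPH for 5 min at room temperature, then incubated with compound for 15 min. After 400 uM selenite was added, NADPH fluorescence (Ex 340/Em 450 nm) was followed for 8 min.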
Vif-APOBEC3G blk = Vif-A3G binding inhibition; Q9HC16; HeLa A3G-eYFP + Vif (tagged APOBEC3G with the HIV-1 protein that degrades it), YFP fluorescence, overnight; Potency, µM (doses to about 46.1 µM), for inactives: at the top dose activity, negative = active, actives largely listed as inhibitors; 0.076% of 410,000 active;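 further: potency means the concentration at half of the fitted maximal effect; on the % scale 0 is the no-effect control and ±100 the full control effect; nearly all actives have a fitted effect of over 60% in size; hits raise eYFP signal because A3G escapes Vif-driven loss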
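HeLa cells stably expressing Vif and C-terminally eYFP-tagged A3G, seeded overnight at 37 deg C, then exposed to compound by pintool overnight at 37 deg C. Rise in yellow fluorescence (Ex 488/Em 500-530, Acumen) marks blocked Vif-driven A3G degradation.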
Vif-A3F inh = blocks the Vif interaction with APOBEC3F; HeLa A3F-eYFP + Vif (tagged APOBEC3F with the HIV-1 protein that degrades it), YFP fluorescence increase; Potency, µM (highest dose often 46.1 µM), without a hit: at the highest dose activity, negative = active; 0.2% of 390,000 active; AID 602313; further: potency means the concentration at half of the fitted maximal effect; % of control where 0% means no effect; nearly all actives have a fitted effect of over 65% in size
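HeLa cells stably expressing Vif plus C-terminally eYFP-tagged A3F were seeded, incubated overnight at 37 deg C, dosed with compound, incubated overnight again at 37 deg C. Yellow fluorescence (Ex 488/Em 500-530) reported blocked Vif-mediated A3F-eYFP degradation.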
Active calls of the source: *; ? = inconclusive; . = no result given; [ ] = another dose, or the depositor's remark. Unless noted, the call rests on the fitted dose curve; in most records, active means well fitted curve in the direction sought with a large enough effect; inconclusive means small, poorly fitted or top-dose-only effect, or another doubt; inactive means no such curve, though single readings can be large; an effect the other way counts as inactive or inconclusive. Only part of the results is shown (hit frequency here may not be typical).

SMILES	TrxR1 substrate	mIDH1 inhibitor	USP1-UAF1 inh	Glioma ERSR ind	RGS4 inh	LDHA inh	rTrxR1 inhibitor	Vif-APOBEC3G blk	Vif-A3F inh
Cn1cc2cc([N+](=O)[O-])ccc2n1	2%[57.1 µM]	9%	-9%	1%	9%	-8	9%[57.1 µM]	0%	-9%
Cc1cnc(C(=O)OCC(=O)Nc2oc(-c3ccccc3)c(-c3ccccc3)c2C#N)cn1	-17%	-4%	-14%	-3%	-27%	0	-15%	-21%	-8%
Cc1cc(C(=O)CSc2nnnn2-c2ccc(O)cc2)c(C)n1Cc1ccc2c(c1)OCO2	4%	2%	-22%	4%	-43%	-1	-6%	5%	8%
CC(C)CCNC(=O)CSc1nc2ccccc2nc1Cc1ccc(Cl)cc1	-3%[57.1 µM]	11%	-2%	-3%	30%	-7	21%[57.1 µM]	1%	3%
CCOc1cc(Cl)c(S(=O)(=O)NCc2ccccn2)cc1Cl	-4%	9%	13%	-4%	-17%	-2	-25%	-1%	-2%
CCOC(=O)CC(NC(=O)CCc1c(C)nc2c(c(C)nn2-c2ccc(C)c(C)c2)c1C)c1ccc(C)cc1 (stereo not given)	19%	3%	-10%	3%	13%	4	-10%	-2%	-10%
Cc1cc(S(=O)(=O)Nc2ccc(C(=O)N3CCN(c4ccccc4O)CC3)cc2)ccc1F	-1%	2%	-23%	-4%	3%	2	11%	-1%	0%
CCOc1ccccc1CNC(=O)c1cc(-c2ccc(Cl)s2)nc2ccccc12	86%[activator]	-10%	-18%	-3%	20%	5	37%[activator]	-2%	-9%
CN(C)c1ccc(CNc2nc(-c3ccco3)nn2S(=O)(=O)c2ccc3ccccc3c2)cc1	4%	-12%	?	-3%	-6%	1	27%	-1%	3%
CC1(C)NC(=O)N(CC(=O)OCC(=O)Nc2c(Br)cc([N+](=O)[O-])cc2Br)C1=O	-5%	-4%	-20%	5%	-12%	0	-12%	-13%	-1%
Cc1sc2ncnc(SCC(=O)NNC(=O)c3ccco3)c2c1C	-10%	-6%	-11%	-2%	-7%	-7	-9%	2%	0%
C/C(=N\OC(=O)c1ccc(F)cc1)c1nccs1	-1%	2%	-18%	-4%	8%	-1	-11%	-2%	-4%
COc1ccc(N2C(=O)CCC(C(=O)N3CCC(C(N)=O)CC3)C2c2ccc(F)cc2)cc1 (stereo not given)	8%[57.1 µM]	-1%	-4%	-3%	-14%	-1	13%[57.1 µM]	0%	-1%
Fc1ccc(Cn2cccc2C2=NC(c3ccccc3)CO2)cc1 (stereo not given)	-10%	3%	4%	6%	-23%	0	-1%	-1%	-3%
CN(C)S(=O)(=O)c1cccc(NC(=O)CN2C(=O)NC(Cc3ccccc3)C2=O)c1 (stereo not given)	2%	-3%	-18%	-4%	0%	2	18%	1%	-5%
CCNc1nc(SCCOc2ccc(C)cc2)nc(N(C)C)n1	-13%	0%	-8%	4%	-10%	0	-6%	-16%	0%
NS(=O)(=O)c1cccc(NC(=O)CCSc2ccc(Cl)cc2)c1	13%	-7%	-23%	-2%	?	-20	?	-9%	6%
O=C(O)CSc1nc2ccccc2n1-c1ccccc1	8%[57.1 µM]	-4%	-8%	-4%	15%	-9	13%[57.1 µM]	-1%	3%
COc1cc(N)ccc1NC(=O)c1cccs1	-4%	6%	-19%	-7%	-20%	15	5%	-2%	6%
Cc1nn(Cc2ccc(F)cc2)c(C)c1NC(=O)c1nn(C)cc1Cl	4%	3%	-1%	-1%	-31%	2	13%	0%	-12%
C[C@H](CO)N1C[C@H](C)[C@@H](CN(C)C(=O)Nc2ccccc2F)Oc2cc(Br)ccc2S1(=O)=O	.	-3%	-19%	-2%	.	-2	.	0%	0%
Cc1ccccc1Cc1c(C)nc2nc(SCC(=O)NCCCN3CCCCC3)nn2c1C	2%	-7%	-9%	-3%	4%	-11	6%	1%	-18%
COc1ccc(OC)c(C=NNC(=O)c2ccccc2NS(=O)(=O)c2cccs2)c1	8%	-6%	-22%	1%	0%	-9	11%	-1%	3%
COCCN(C(=O)Nc1ccc(OC)cc1OC)C1CCN(C(C)=O)CC1	2%	2%	-13%	-4%	-12%	-2	2%	0%	-1%
COc1ccc(CN2CCCC(CO)(Cc3ccc(F)cc3)C2)c(OC)c1OC (stereo not given)	11%	0%	-14%	-3%	20%	-1	23%	1%	-10%
CCc1ccc(NC(=O)Cn2c(=O)n(CCC(=O)NC3CCN(Cc4ccccc4)CC3)c(=O)c3ccccc32)cc1	0%	-1%	-20%	-1%	-1%	-1	23%	0%	3%
Cc1ccc(N2CC(C(=O)Nc3nnc(SCCC4OCCO4)s3)CC2=O)cc1 (stereo not given)	0%	0%	-23%	-5%	1%	2	3%	-6%	4%
CCN(CC)CCCNCC(=O)Nc1cc(C)on1	4%	3%	-12%	-2%	9%	-30*	23%	-5%	-6%
COCC(=O)Nc1ccc(OCc2ccccc2)cc1	4%	-4%	-20%	1%	-8%	1	15%	0%	-6%
CCOc1cc(NC(=S)NCCCN2CCOCC2)c(OCC)cc1NC(=O)c1cccs1	4%[57.1 µM]	3%	-9%	-5%	-4%	-1	-68%	-5%	-11%
O=C(Nc1cccc2ccccc12)C12CC3CC(C1)CC(n1cnc([N+](=O)[O-])n1)(C3)C2	5%[57.1 µM]	2%	-6%	-1%	3%	-10	9%[57.1 µM]	0%	-2%
COc1cc(NS(=O)(=O)c2ccc(NC(=S)NC(C)=O)cc2)nc(OC)n1	-4%	9%	-1%	-2%	-17%	-4	-7%	1%	1%
Cc1nnc(-c2cnn(C)c2N)n1Cc1ccccc1F	-2%	2%	-14%	-2%	-2%	-4	-11%	0%	-4%
COc1ccc(CC(=O)Nc2ccc(S(=O)(=O)N3CCCC3)cc2)c(OC)c1	2%	2%	-9%	-6%	-2%	1	18%	-1%	-1%
Oc1[nH]c2c(Cl)cc(Cl)cc2c1N=NC(=S)NCC1CCCO1 (stereo not given)	6%[57.1 µM]	4%	-20%	?	-19%	0	3%[57.1 µM]	-1%	-12%
O=[N+]([O-])c1ccc(O)c(Nc2ncnc3ccccc23)c1	-10%	-10%	-9%	3%	9%[56.9 µM]	-7	5%	-7%	3%
CSc1c(C#N)c(N)nc2sc(C(=O)c3ccccc3)c(N)c12	0%[57.1 µM]	4%	-16%	5%	?	-1	-1%[57.1 µM]	-3%	?
O=C(COc1ccc2ccccc2c1)Nc1cccc(C(=O)Nc2ccccc2C(=O)O)c1	-13%	6%	-26%	-2%	-39%	-13	-16%	1%	5%
COc1ccccc1N1CCN(C2CCCN(Cc3cccc(O)c3)C2)CC1 (stereo not given)	2%	1%	2%	-5%	16%	-9	13%	-2%	1%
c1ccc(Cn2nnc3c(NCC4CCCO4)nc(C4CC4)nc32)cc1 (stereo not given)	6%	6%	-27%	-6%	15%	-3	26%	0%	-3%
O=C(Nc1cccc(Cl)c1Cl)C1CC(=O)N(c2ccc(Br)cc2)C1 (stereo not given)	8%	0%	-25%	-2%	-1%	-5	8%	-11%	-15%
O=C(CC1C(=O)NCCN1Cc1ccc(F)cc1Cl)NC1CCCCCCC1 (stereo not given)	0%	9%	-4%	-3%	-21%	10	-21%	-3%	7%
O=C(O)C1NCCc2ccccc21 (stereo not given)	11%	2%	-5%	-3%	7%	-5	19%	-2%	-4%
CC(=O)N1CCc2cc(S(=O)(=O)NC(Cc3ccccc3)C(=O)Nc3ccc(Cl)cc3)ccc21 (stereo not given)	-1%	-11%	7%	4%	-7%	-7	5%	-15%	3%
O=C(CC(C(=O)O)P(=O)(c1ccccc1)c1ccccc1)c1ccccc1 (stereo not given)	-17%	11%	-14%	-5%	-13%	-2	-29%	5%	0%
NC1=NC2(CCCCC2)N(c2ccc(F)cc2)C(N)=N1	-4%	1%	-11%	-1%	8%	-5	-4%	4%	-3%
COc1ccc(-n2c(SCC(=O)N3CCCCC3)nnc2-c2cccnc2)cc1	-2%	3%	-6%	-8%	-25%[56.9 µM]	2	7%	0%	-2%
Cc1ccc(C)c(NC(=O)c2cc(-c3cccnc3)nc3ccccc23)c1	3%	4%	-8%	-5%	10%	-2	18%	0%	-3%
O=c1c2ccccc2ncn1CCCCOc1ccccc1F	-3%	0%	-13%	2%	16%	-3	31%[11.4 µM]	9%	1%
Cc1c(-c2ccc(/C=N/NC(=O)C(=O)Nc3ccccc3F)o2)cccc1[N+](=O)[O-]	5%	0%	-18%	-2%	-1%	1	24%	-8%	-14%
